High-throughput results from PubChem.
p47phox inh: p47phox/p22phox peptide binding inhibitors, primary screen, biochemical, uHTS, NADPH oxidase regulatory subunit; Neutrophil cytosol factor 1 (Homo sapiens), P14598; fluorescence polarization, 2 h; inhibition, % at 24.7 µM; actives 0.53% (n = 220,000); AID 1274, 2008;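 active = inhibition above about 30%, limit read from the data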;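 note: 0% = p47phox with labelled peptide and 100% = labelled peptide alone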
Target sequence (P14598 whole entry, looked up): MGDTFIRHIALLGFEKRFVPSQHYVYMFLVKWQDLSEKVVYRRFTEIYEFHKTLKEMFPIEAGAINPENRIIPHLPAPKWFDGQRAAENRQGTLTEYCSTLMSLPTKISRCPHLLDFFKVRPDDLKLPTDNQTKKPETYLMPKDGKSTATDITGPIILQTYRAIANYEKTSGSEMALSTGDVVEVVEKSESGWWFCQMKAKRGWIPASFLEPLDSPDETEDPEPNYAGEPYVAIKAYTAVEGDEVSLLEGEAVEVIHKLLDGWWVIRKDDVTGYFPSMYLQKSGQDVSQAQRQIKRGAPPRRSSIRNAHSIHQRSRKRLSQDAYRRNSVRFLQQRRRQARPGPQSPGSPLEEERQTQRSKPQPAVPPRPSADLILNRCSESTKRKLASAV
14-3-3 Bad PPI: inhibitors of 14-3-3 zeta/Bad binding, primary screen, biochemical, TR-FRET, bovine 14-3-3 zeta | inhibition, % at 21.7 µM | TR-FRET 14-3-3zeta/Dy647-pBad peptide displacement, 1 h | actives 0.71% (n = 220,000);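 active = inhibition above about 70%, limit read from the data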;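 note: 0% = full 14-3-3 plus peptide FRET controls and 100% = background without 14-3-3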
TbHK1 inh: Trypanosoma brucei hexokinase 1 inhibitors, primary screen, biochemical, G6PDH-coupled NADH absorbance, MLSCN library. hexokinase 1 [Trypanosoma brucei]. recombinant TbHK1, G6PDH-coupled NADH A340. inhibition, % at 10 µM. actives 0.11% (n = 220,000). AID 1430, 2008;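 active = inhibition of 50% or more in the single-dose primary screen; inactive = inhibition below 50%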
L929 necroptosis: inhibitors of zVAD-triggered necroptosis, primary screen, L929 cells. L929 zVAD necroptosis rescue, ATP luminescence, 24 h; with zVAD 60 µM. viability rescue, % at 10 µM. actives 0.38% (n = 220,000). AID 1377, 2008;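 active = activation, scaled between plate controls, above about 75%, limit read from the data; inactive = activation under that limit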;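 note: 0% = zVAD with DMSO and 100% = DMSO alone without zVAD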
Runt-CBFb FRET: inhibitors of RUNX1 Runt–CBFb binding, primary screen, biochemical, FRET, Cerulean-Runt, Venus-CBFb, uHTS; Runt-related transcription factor 1 (Homo sapiens) + Core-binding factor subunit beta …; Cerulean-Runt/Venus-CBFb FRET ratio 530/480, 1 h; inhibition, % at 20 µM; actives 0.46% (n = 220,000); AID 1496, 2009;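 active = inhibition over about 50% at 20 µM in the single-dose screen, limit read from the data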;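 note: 0% = DMSO wells and 100% = excess unlabeled CBFb competitor control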
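test system = Cerulean-tagged RUNX1 Runt domain (FRET donor) fusion protein | reagent = Venus-CBFb binding partner, 100 nM | incubation = protein complex preformed 1 h, compound exposure 1 h, room temperature, dark | detection = FRET fluorescence | read-out basis = loss of energy transfer signal | controls = 5 µM unlabeled CBFb as full-inhibition high control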
Mdm2 ligase inh: MDM2-luciferase reporter signal enhancers, primary screen, MDM2 E3 ligase inhibitor project, cell-based, luminescence, 1536-well; cell-based MDM2 ubiquitination luciferase reporter, 2 h; 0 = plate control, 100 = twice control, blank-subtracted; actives 0.11% (n = 210,000); signal enhancement, % at 5 µM;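 active = signal enhancement of 30% or more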;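 note: luminescence tracks abundance of the self-degrading MDM2-luciferase fusion protein; higher signal means inhibition of MDM2 E3 ligase activity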
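Assay system: mammalian cells stably expressing self-ubiquitinating, self-degrading MDM2 E3–luciferase fusion. Quantity: 2000 cells in each well. Medium: DMEM culture medium. Compound dosing: single-point 5 µM. Timing: cell settling 4 h, compound treatment 2 h, both 37 °C. Technique: luciferase luminescence. Read-out basis: percent signal gain over controls, blank-subtracted. Benchmarks: plate controls and plate blanks.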
Runt-SMMHC FRET: inhibitors of RUNX1 Runt–CBFb-SMMHC binding, primary screen, biochemical, FRET, Cerulean-Runt, Venus-CBFb-SMMHC, uHTS; Runt-related transcription factor 1 (Homo sapiens) + Core-binding factor subunit beta …; Cerulean-Runt/Venus-CBFb-SMMHC FRET ratio 530/480, 1 h; inhibition, % at 20 µM; actives 0.74% (n = 220,000);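 active = mean inhibition across duplicate retests at 20 µM reaching about 50%, limit read from the data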;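 note: 0% = DMSO wells and 100% = wells with excess untagged CBFb-SMMHC; inhibitors lower the FRET ratio by blocking Runt binding to CBFb-SMMHC; some results filed as inactive read as strong as hits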
Hck-Nef inh: inhibitors of Nef-activated human Hck kinase, primary screen, biochemical, Z-Lyte FRET, 384-well, Hck-YEEI. Recombinant Hck-YEEI plus Nef, Z-Lyte FRET kinase assay. Tyrosine-protein kinase HCK (Homo sapiens), P08631. inhibition, % at 20 µM. actives 0.68% (n = 220,000);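 active = Hck-Nef kinase inhibition above about 50%, limit read from the data; inactive = inhibition below that limit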;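 note: 0% = DMSO with Hck plus Nef and 100% = Hck alone without Nef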
Target sequence (P08631 whole entry, looked up): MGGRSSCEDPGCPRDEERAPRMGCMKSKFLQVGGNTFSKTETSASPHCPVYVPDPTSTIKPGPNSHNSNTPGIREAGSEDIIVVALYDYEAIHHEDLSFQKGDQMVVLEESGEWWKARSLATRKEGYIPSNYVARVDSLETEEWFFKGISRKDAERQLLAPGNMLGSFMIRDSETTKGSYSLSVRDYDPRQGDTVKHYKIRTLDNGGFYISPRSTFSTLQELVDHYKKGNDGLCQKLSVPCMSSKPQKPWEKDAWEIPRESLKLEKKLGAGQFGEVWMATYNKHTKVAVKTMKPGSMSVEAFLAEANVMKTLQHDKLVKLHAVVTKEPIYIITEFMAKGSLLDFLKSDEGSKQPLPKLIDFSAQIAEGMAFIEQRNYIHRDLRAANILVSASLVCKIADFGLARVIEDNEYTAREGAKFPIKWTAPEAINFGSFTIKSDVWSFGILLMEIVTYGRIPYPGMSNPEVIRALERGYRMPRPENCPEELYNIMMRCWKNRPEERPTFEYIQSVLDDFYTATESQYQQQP
EBV gp42 inh: Epstein-Barr virus gp42 inhibitors, primary screen, biochemical, uHTS, fluorescence polarization; Fluorescence polarization binding assay, mP read-out; Glycoprotein 42 (Epstein-Barr virus (strain AG876)), Q1HVG2; actives 0.42% (n = 220,000); inhibition, % (tested at 21.74 µM); in the data active = inhibition above about 50%
Starred values were filed as active, the others as inactive; nt = no result given; [ ] = dose if it differs, or a comment.

SMILES | p47phox inh | 14-3-3 Bad PPI | TbHK1 inh | L929 necroptosis | Runt-CBFb FRET | Mdm2 ligase inh | Runt-SMMHC FRET | Hck-Nef inh | EBV gp42 inh
Cc1cc(NC(=O)COc2cccc3cccnc23)no1 | -7 | 0 | -4 | 0.1 | -5 | -3 | -7 | 0 | 24
CCC(c1nc2ccccc2c(=O)n1-c1cccnc1)N1C(=O)c2ccccc2C1=O (centres undefined) | -11 | 2[fluorescence artefact?] | 1 | 0.0 | 0 | 0 | 0 | 2 | -7
COC(=O)c1c(NC(=O)COC(=O)c2ccc(C)s2)sc2c1CCCCC2 | -4 | 7[fluorescence artefact?] | 7 | 1.6 | 0 | -9 | -1 | 10 | -14
O=C(NCC(c1cccnc1)N1CCN(c2ccccc2)CC1)c1ccc2c(c1)OCO2 (centres undefined) | -6 | 9 | -6 | -0.1 | 2 | -7 | 4 | 0 | -20
CC1(C)CC(=O)c2cnc(NCc3ccco3)nc2C1 | -11 | -13 | 4 | 0.2 | 0 | -21 | 1 | 4 | -8
Fc1ccc(-n2c(-c3ccc4ccccc4n3)n[nH]c2=S)cc1 | -2 | -1 | -11 | 0.1 | nt | -10 | nt | 16 | -7
Cn1c(=O)[nH]c(=O)c2c1nc(Br)n2CCOc1ccccc1 | -5 | -9 | 2 | -0.3 | 0 | 1 | 0 | 2 | -13
Cc1ccc2cc(C#N)c(N3CCCN(S(=O)(=O)c4ccc(F)cc4)CC3)nc2c1 | 7 | -3 | 2 | -0.5 | 5 | 8 | 46 | 11 | -7
CN(C(=O)CSc1nc(-c2ccccc2)cs1)C1CCS(=O)(=O)C1 (centres undefined) | -9 | 7 | 5 | 1.1 | 2 | -4 | 2 | -21 | -17
CCc1cc2c(-c3ccccc3)cc(=O)oc2cc1OC(=O)c1cccs1 | -7 | -7[fluorescence artefact?] | 39 | 1.3 | -17 | -5 | -15 | 3 | -5
CCC(C)c1ccccc1NC(=O)COC(=O)C1=COCCO1 (centres undefined) | -6 | -4 | -2 | 2.6 | -2 | 6 | -5 | -35 | -12
O=c1[nH]c(CSc2nnc(Nc3ccccc3)s2)nc2ccccc12 | -17 | 2 | -3 | 0.1 | -1 | -11 | 2 | 7 | 0
CC1CCCCC1NC(=O)CN1CCC(O)(c2ccc3c(c2)OCO3)CC1 (centres undefined) | 3 | -2 | 4 | -0.2 | 1 | -14 | 4 | 20 | -4
COc1ccc(N2CCN(C(=S)Nc3cc(C)ccc3C)CC2)cc1 | -6 | -7 | -3 | 0.0 | -1 | -3 | 9 | 0 | 2
Cc1nc2c3ccccc3[nH]c(=O)n2n1 | 7 | 10 | 5 | 0.0 | 0 | nt | 0 | -1 | -40
O=C(Nc1ccc(Br)cc1F)c1ccncc1 | -5 | 7 | 2 | -0.5 | -1 | -14 | 0 | 2 | -20
O=S(=O)(c1cccc2nonc12)N1CCN(c2ccccc2F)CC1 | -6 | -14 | -14 | 1.2 | -2 | -4 | -5 | 2 | -7
Fc1cccc(-c2csc(-c3ccno3)n2)c1 | -4 | -3 | -4 | 0.2 | 4 | -3 | -5 | 7 | -4
Cc1ccc(C(=O)N2CCN(C(=O)N3CCOCC3)CC2)cc1 | -6 | 1 | 0 | -0.1 | 0 | -45 | 1 | 0 | 0
CCC1(CC)NC(=O)N(CC(=O)N2N=C(c3ccc(Cl)cc3)CC2c2ccco2)C1=O (centres undefined) | -11 | -3 | -14 | -0.7 | -4 | -26 | 2 | 15 | -17
CC(NS(=O)(=O)c1ccccc1)C(=O)NCc1ccco1 (centres undefined) | -3 | -7[fluorescence artefact?] | -8 | 0.4 | 7 | -7 | 1 | 6 | 8
N#C/C(=C\c1cn(Cc2ccc(F)cc2)c2ccccc12)C(=O)NCc1ccco1 | -31 | -19 | -3 | 0.7 | -54 | -9 | -163 | 2 | -17
COc1ccc(S(=O)(=O)N2CCCC2C(=O)n2nc(C)cc2C)cc1 (centres undefined) | 3 | -4 | -11 | 1.4 | 1 | -14 | 2 | -9 | -10
O=[N+]([O-])c1ccc(Sc2cccc3cccnc23)c([N+](=O)[O-])c1 | -3 | 6[fluorescence artefact?] | -1 | 2.4 | 7 | 16 | -1 | 2 | -9
CC1(C(=O)NC2CCCCC2)CCC(=O)N1Cc1ccc2c(c1)OCO2 (centres undefined) | 3 | 0 | -7 | 1.9 | 1 | -8 | -5 | 10 | 2
O=C(NCCc1ccccn1)c1cc(C(=O)C2CCCCC2)c[nH]1 | -9 | -10 | 1 | 0.3 | -1 | -9 | -1 | 0 | 0
COc1ccc(NS(=O)(=O)c2cc(NC(=O)c3ccccc3F)ccc2N2CCCC2)cc1 | -29 | 5 | -12 | 0.0 | 2 | -23 | -5 | 2 | -18
CCOC(=O)c1nc2ccccc2c(C)c1C | 3 | -1 | 8 | 0.4 | 0 | nt | -2 | 7 | -3
Cc1ccc(CS(=O)(=O)c2ccc(C(=O)N3CCN(c4ccccn4)CC3)cc2[N+](=O)[O-])cc1 | -3 | 2 | -5 | -2.5 | -2 | -10 | -1 | 16 | -19
CC(Sc1cccc(C(F)(F)F)c1)C(=O)NC(N)=O (centres undefined) | 1 | -2 | nt | nt | 1 | -4 | -8 | nt | -13
CCOC(=O)CCCSc1nc2sc(C)c(C)c2c(=O)[nH]1 | -13 | 1 | -1 | 6.5 | 0 | -8 | 1 | -5 | -2
O=C(CSc1nnc(C2CCCCC2)n1-c1ccccc1)NCc1ccco1 | -4 | -7[fluorescence artefact?] | 4 | -0.1 | 0 | -12 | 0 | 5 | -5
CC(=O)Nc1ccc(C2=NNC(=Nc3ccc(S(=O)(=O)N4CCOCC4)cc3)SC2)cc1 | -39 | 4 | -31 | 2.7 | 28 | -2 | 43 | -59 | 3
CCN(Cc1ccncc1)S(=O)(=O)c1ccc(C(C)=O)cc1 | -24 | 0 | 0 | -0.7 | 5 | 2 | -1 | 6 | -15
CCN(CC)S(=O)(=O)c1ccc(N2CCCC2)c(NC(=O)Cc2ccc(OC)cc2)c1 | 2 | -19 | -4 | -0.1 | 0 | -10 | 4 | 3 | -2
CCCCNC(=O)/C(=C\c1ccc([N+](=O)[O-])o1)NC(=O)c1ccccc1 | -4 | 2 | 1 | 0.2 | -6 | -15 | -13 | 8 | 10
COc1cc(NC(=O)COc2ccccc2[N+](=O)[O-])ccc1NC(=O)c1cccs1 | 52* | 74* | -15 | 1.6 | -2 | -8 | 0 | 20 | -6
O=C(N/N=C/C(Br)=C/c1ccccc1)c1ccncc1 | -9 | -1 | -57 | 1.7 | 4 | -6 | -7 | 8 | -11
CN(CC(=O)N1CCCc2c1c(=O)oc1ccc(O)cc21)Cc1ccccc1 | 0 | -17 | -15 | 0.4 | 0 | 1 | -6 | 3 | -11
O=C(NCCc1ccncc1)Nc1ccc(Cl)c(Cl)c1 | -3 | -14 | 4 | 72 | 0 | -10 | 2 | 22 | 1
Cc1noc2ncnc(Oc3ccc(F)cc3)c12 | 0 | 6 | -6 | -0.3 | 27 | 11 | -1 | 1 | -9
O=C(Nc1cccc(-c2cn3c(n2)SCC3)c1)c1ccc(Br)o1 | -12 | -8 | 4 | 7.5 | 0 | -11 | 2 | 15 | 6
CC(C)CCN(C(=O)Cc1ccc(Cl)c(Cl)c1)c1c(N)n(Cc2ccccc2)c(=O)[nH]c1=O | -7 | 9 | -3 | 0.6 | -2 | 7 | -3 | 13 | -15
Cc1ccc(N2CC(C(=O)N3CCN(c4ccccc4)CC3)CC2=O)cc1 (centres undefined) | -12 | -14[fluorescence artefact?] | 0 | 0.0 | -2 | -22 | 2 | -8 | -13
COc1cc2c(cc1NC(=O)c1ccc3c(c1)OCO3)oc1ccccc12 | -28 | -3 | -5 | 0.3 | 2 | -8 | -1 | 0 | -10
Cc1ccc(CN2CCN(Cc3ccc4ncccc4c3)CC2CCO)cc1 (centres undefined) | -2 | -13 | 1 | 0.6 | nt | -7 | nt | 26 | 3
CNc1nc(C)c(C#N)c(-c2ccccc2)c1C(C)=O | -13 | -8 | 2 | -0.4 | -1 | -18 | -2 | 2 | -5
Cc1c(NC(=O)CSc2ccc(Cl)cc2)cccc1-c1nc2ncccc2o1 | -9 | -1 | 1 | 0.0 | -2 | -1 | 1 | 3 | -17
O=C(Nc1ccccc1)OC1CCCCc2cccnc21 (centres undefined) | -7 | 3 | -1 | -0.3 | -1 | -8 | 0 | 21 | -1
CN(C)c1nc(C(=O)OCCO)nc(N(C)C)n1 | -2 | -1 | 2 | -0.4 | 3 | -3 | 1 | 18 | -9
Cc1cc(C(F)F)nn1CC(=O)NC1C(=O)N2C(C(=O)O)=C(CSc3nnnn3C)CSC12 (centres undefined) | -1 | 9 | 3 | 4.3 | 3 | -11 | 0 | 38 | 5
COc1ccc(/C=C/C(=O)Nc2cc(S(=O)(=O)N3CCCCC3)ccc2N2CCCCC2)cc1OC | -12 | 23 | -6 | 1.4 | -4 | -9 | 0 | -1 | 1

Filtered by structure: those above containing a cyano group (3)
SMILES | p47phox inh | 14-3-3 Bad PPI | TbHK1 inh | L929 necroptosis | Runt-CBFb FRET | Mdm2 ligase inh | Runt-SMMHC FRET | Hck-Nef inh | EBV gp42 inh
Cc1ccc2cc(C#N)c(N3CCCN(S(=O)(=O)c4ccc(F)cc4)CC3)nc2c1 | 7 | -3 | 2 | -0.5 | 5 | 8 | 46 | 11 | -7
N#C/C(=C\c1cn(Cc2ccc(F)cc2)c2ccccc12)C(=O)NCc1ccco1 | -31 | -19 | -3 | 0.7 | -54 | -9 | -163 | 2 | -17
CNc1nc(C)c(C#N)c(-c2ccccc2)c1C(C)=O | -13 | -8 | 2 | -0.4 | -1 | -18 | -2 | 2 | -5

Records above that bear a hit mark in p47phox inh:
Structure,p47phox inh,14-3-3 Bad PPI,TbHK1 inh,Runt-CBFb FRET,Mdm2 ligase inh,Runt-SMMHC FRET,Hck-Nef inh,EBV gp42 inh
COc1cc(NC(=O)COc2ccccc2[N+](=O)[O-])ccc1NC(=O)c1cccs1,52*,74*,-15,-2,-8,0,20,-6
